# Screens: PubChem, Broad Institute
# TcdB inh = TcdB glycohydrolase inhibition. TcdB glycohydrolase enzymatic assay, plate reader. inhibition, % at 9.99 µM. 350,000 compounds, 0.24% hits. AID 652162; in the data active = inhibition above about 10%
# Target sequence (P18177 whole entry, looked up): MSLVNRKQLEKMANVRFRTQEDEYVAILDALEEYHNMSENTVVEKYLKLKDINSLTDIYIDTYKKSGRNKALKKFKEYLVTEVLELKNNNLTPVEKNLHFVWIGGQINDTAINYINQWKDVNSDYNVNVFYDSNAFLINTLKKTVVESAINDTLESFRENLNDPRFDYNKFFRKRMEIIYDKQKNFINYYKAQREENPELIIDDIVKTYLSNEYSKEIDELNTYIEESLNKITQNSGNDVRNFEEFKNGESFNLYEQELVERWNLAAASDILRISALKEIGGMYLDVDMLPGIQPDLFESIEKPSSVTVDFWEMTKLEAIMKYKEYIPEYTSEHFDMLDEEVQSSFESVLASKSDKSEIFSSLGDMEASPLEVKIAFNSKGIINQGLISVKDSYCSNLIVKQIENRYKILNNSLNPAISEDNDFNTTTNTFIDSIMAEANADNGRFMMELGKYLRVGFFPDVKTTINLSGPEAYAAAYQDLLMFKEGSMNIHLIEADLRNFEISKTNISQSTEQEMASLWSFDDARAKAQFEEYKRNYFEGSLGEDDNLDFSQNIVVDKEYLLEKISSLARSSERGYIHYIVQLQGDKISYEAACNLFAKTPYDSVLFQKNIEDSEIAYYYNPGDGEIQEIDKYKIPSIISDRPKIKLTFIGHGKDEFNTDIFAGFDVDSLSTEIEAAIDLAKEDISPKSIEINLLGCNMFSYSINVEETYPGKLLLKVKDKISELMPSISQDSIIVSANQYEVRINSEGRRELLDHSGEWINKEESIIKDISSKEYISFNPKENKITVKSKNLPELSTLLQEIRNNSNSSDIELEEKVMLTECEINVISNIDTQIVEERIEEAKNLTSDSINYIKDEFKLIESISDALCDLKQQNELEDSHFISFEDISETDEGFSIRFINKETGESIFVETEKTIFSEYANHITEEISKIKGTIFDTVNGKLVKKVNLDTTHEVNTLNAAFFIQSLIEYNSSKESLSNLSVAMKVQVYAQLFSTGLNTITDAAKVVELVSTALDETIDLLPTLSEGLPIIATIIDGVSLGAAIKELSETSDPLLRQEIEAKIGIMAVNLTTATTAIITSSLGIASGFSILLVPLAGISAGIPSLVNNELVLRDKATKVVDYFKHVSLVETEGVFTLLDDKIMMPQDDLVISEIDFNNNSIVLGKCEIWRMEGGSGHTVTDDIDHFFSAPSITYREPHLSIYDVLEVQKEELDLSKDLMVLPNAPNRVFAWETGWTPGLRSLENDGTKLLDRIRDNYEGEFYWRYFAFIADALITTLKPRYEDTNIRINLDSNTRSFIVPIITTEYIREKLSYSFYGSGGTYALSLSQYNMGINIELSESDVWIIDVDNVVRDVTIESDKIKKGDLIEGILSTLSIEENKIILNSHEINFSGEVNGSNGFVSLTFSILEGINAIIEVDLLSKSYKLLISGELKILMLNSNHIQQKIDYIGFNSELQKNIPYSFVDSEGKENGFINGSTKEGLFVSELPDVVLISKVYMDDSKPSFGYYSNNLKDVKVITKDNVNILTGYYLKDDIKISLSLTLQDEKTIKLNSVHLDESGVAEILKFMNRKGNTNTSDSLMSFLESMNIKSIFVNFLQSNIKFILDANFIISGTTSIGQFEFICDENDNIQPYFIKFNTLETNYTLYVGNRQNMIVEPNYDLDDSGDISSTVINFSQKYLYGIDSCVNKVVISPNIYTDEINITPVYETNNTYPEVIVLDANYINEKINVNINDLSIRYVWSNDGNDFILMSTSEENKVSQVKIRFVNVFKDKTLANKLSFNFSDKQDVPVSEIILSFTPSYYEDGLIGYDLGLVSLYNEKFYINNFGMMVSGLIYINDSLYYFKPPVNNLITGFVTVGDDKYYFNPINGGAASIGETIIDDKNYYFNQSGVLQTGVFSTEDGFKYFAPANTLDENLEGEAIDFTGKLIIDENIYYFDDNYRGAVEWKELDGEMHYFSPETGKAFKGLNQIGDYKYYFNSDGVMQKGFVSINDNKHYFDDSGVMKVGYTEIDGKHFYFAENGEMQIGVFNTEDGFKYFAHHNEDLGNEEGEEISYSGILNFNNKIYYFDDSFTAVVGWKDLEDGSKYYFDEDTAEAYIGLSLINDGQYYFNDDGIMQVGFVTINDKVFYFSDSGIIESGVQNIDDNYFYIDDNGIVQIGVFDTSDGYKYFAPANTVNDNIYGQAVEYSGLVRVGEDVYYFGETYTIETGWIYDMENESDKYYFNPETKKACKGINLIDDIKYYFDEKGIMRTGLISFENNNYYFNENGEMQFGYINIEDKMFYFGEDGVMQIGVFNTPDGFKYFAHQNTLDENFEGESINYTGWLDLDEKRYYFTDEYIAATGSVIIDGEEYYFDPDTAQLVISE
# Numbers without * were called inactive; & = joins results of further samples. Some of the compounds tested, so the mix of outcomes need not match the whole.
SMILES,TcdB inh
CN1CCN(C(=O)C[C@H]2C[C@@H]3c4cc(NC(=O)CC5CC5)ccc4O[C@@H]3[C@@H](CO)O2)CC1,-7.4
COc1cccc(-c2cnc3c(c2)C(=O)N([C@@H](C)CO)C[C@@H](C)[C@H](CN(C)Cc2ccc(F)cc2)O3)c1,-0.7
CO[C@H]1CN(C)C(=O)c2ccc(NC(=O)NC(C)C)cc2OC[C@H](C)N(Cc2ccccc2)C[C@H]1C,1.2
COc1ccc(S(=O)(=O)N[C@H]2C=C[C@@H](CC(=O)NCc3ccccc3F)O[C@@H]2CO)cc1,-9.6
Cc1ccc(S(=O)(=O)N(C)C[C@@H]2Oc3ccc(NC(=O)CCCN(C)C)cc3C(=O)N([C@H](C)CO)C[C@@H]2C)cc1,0.4
Cc1ccccc1S(=O)(=O)N1[C@@H]2Cn3c(cccc3=O)[C@H]1[C@@H](C(=O)N1CCOCC1)[C@@H]2CO,0.3
CCOC(=O)Cc1csc2nc(-c3ccccc3)cn12,-7.5
CCCCCNC(=O)C(c1ccc(OC)cc1)n1c(=O)c(-c2cc3ccccc3[nH]2)nc2ccccc21 (configuration not stated),-2.4
OC[C@@H]1[C@H]2c3ccccc3OC1(CO)N=C1SCc3ccccc3CN12,-0.1
COc1ccc(NC(=O)Nc2cccc3c2O[C@H](CN(C)Cc2ccc(C(=O)O)cc2)[C@H](C)CN([C@@H](C)CO)C3=O)cc1,1.8
CCCN1C[C@H](C)[C@H](OC)CN(C)C(=O)c2ccc(NS(=O)(=O)c3ccccc3)cc2OC[C@@H]1C,-0.7
CC(C)NC(=O)Nc1ccc2c(c1)CC(=O)N([C@H](C)CO)C[C@H](C)[C@@H](CN(C)Cc1ccc(Oc3ccccc3)cc1)O2,0.7
C[C@H]1CN([C@@H](C)CO)C(=O)Cc2cc(NC(=O)CCCCCC(=O)Nc3ccccc3N)ccc2O[C@@H]1CN(C)Cc1ccc2c(c1)OCO2,-0.6
CCC(=O)N(C)C[C@@H]1Oc2ncc(C3=CCCC3)cc2C(=O)N([C@H](C)CO)C[C@H]1C,-1.5
C/C=C/c1ccc([C@H]2[C@@H](CO)N(C(=O)C3CCCCC3)C23CN(C(=O)NC(C)C)C3)cc1,-1.4
C[C@@H]1CN([C@@H](C)CO)C(=O)Cc2cc(NC(=O)C3CC3)ccc2O[C@@H]1CN(C)S(=O)(=O)c1cccs1,3.4
C[C@@H]1CCCCO[C@H](CN(C)C(=O)CCC(F)(F)F)[C@@H](C)CN([C@@H](C)CO)C(=O)c2cc(NS(=O)(=O)c3ccc(F)cc3)ccc2O1,0.5
CC(C)NC(=O)Nc1ccc2c(c1)CC(=O)N([C@@H](C)CO)C[C@@H](C)[C@@H](CN(C)C(=O)NC(C)C)O2,0.2
Cc1ccc(S(=O)(=O)N(C)C[C@@H]2Oc3c(NS(=O)(=O)c4ccccc4)cccc3C(=O)N([C@@H](C)CO)C[C@H]2C)cc1,0.5
C[C@H](CO)N1C[C@H](C)[C@H](CN(C)Cc2ccc(C(=O)Nc3ccccc3N)cc2)OCc2cnnn2CCCC1=O,-1.1
CO[C@H]1CN(C)C(=O)c2ccc(NC(=O)C3CC3)cc2OC[C@@H](C)NC[C@@H]1C,0.0
CCCCNC(=O)C(NC(=O)c1cnccn1)C(=O)c1ccccc1 (configuration not stated),-1.0
COc1cccc(CNC(=O)C[C@H]2C=C[C@@H](NC(=O)C3CCOCC3)[C@H](CO)O2)c1,0.5
CCN(C[C@@H]1[C@@H](c2ccccc2)[C@H](CO)N1CC1CCCC1)C(C)=O,0.6
CNC[C@@H]1Oc2ccc(NS(=O)(=O)c3ccc(OC)cc3)cc2C(=O)N([C@H](C)CO)C[C@H]1C,1.5
# (further entries)
SMILES,TcdB inh
O=C(Nc1ccc(F)cc1)N[C@@H]1CC[C@@H](CCNS(=O)(=O)c2cccc(Cl)c2)O[C@@H]1CO,-3.0
COc1ccc(-c2ccc3c(c2)[C@H]2[C@H](CCN2C(=O)Cc2cccnc2)[C@H](CO)N3C)cc1,6.4
C[C@H](CO)N1C[C@H](C)[C@@H](CN(C)C(=O)CN(C)C)Oc2cc(-c3cncnc3)ccc2S1(=O)=O,-0.3
CN(C)C(=O)C[C@@H]1CC[C@H]2[C@@H](COC[C@@H](O)CN2CC2CC2)O1,-2.0
Cc1noc(C)c1NC(=O)Nc1ccc2c(c1)C(=O)N([C@@H](C)CO)C[C@@H](C)[C@@H](CN(C)S(=O)(=O)c1ccc(F)cc1)OCCCC[C@H](C)O2,0.2
O=C(C[C@H]1C=C[C@H](NC(=O)CCN2CCCCC2)[C@H](CO)O1)Nc1ccccc1,-1.0
C[C@@H]1CN([C@H](C)CO)C(=O)Cc2cc(NC(=O)Cn3cnnn3)ccc2O[C@@H]1CN(C)Cc1ccc(Oc2ccccc2)cc1,-1.4
C[C@@H]1ON(C)[C@H]2C[C@H]3c4[nH]c5c(-c6ccc(F)cc6)cccc5c4CCN3C(=O)[C@@H]12,2.7
O=C(CCN1CCCCC1)N[C@@H]1CC[C@@H](CCNC(=O)c2cc(Cl)cc(Cl)c2)O[C@@H]1CO,0.3
COC(=O)C1=C(C)N(Cc2ccc(C(F)(F)F)cc2)C(=NCc2ccccc2C(F)(F)F)NC1c1ccccc1C(F)(F)F (configuration not stated),-1.1
Cc1ccc(S(=O)(=O)N(C)C[C@H]2Oc3ccc(NS(C)(=O)=O)cc3CC(=O)N([C@@H](C)CO)C[C@H]2C)cc1,-5.8
COc1ccc(NC(=O)N2[C@@H]3CNC[C@H]2C3c2ccc(-c3ccc(C)cc3)cc2)cc1 (some centres not stated),-0.1&-1.2
COc1ccc2c3c([nH]c2c1)[C@@H](CO)N(C(=O)C1CCCCC1)CC31CN(S(C)(=O)=O)C1,1.0
CO[C@@H]1CN(C)C(=O)c2cc(NC(=O)c3cnccn3)ccc2OC[C@H](C)N(C)C[C@H]1C,-0.9
C[C@@H]1CN([C@H](C)CO)C(=O)c2cc(NC(=O)Cc3ccccc3)ccc2O[C@H]1CN(C)S(=O)(=O)c1ccccc1,-0.3
CC(=O)Nc1ccc2c(c1)C(=O)N(C)[C@@H]1CC[C@@H](CC(=O)NCc3ccccc3Cl)O[C@H]1CO2,-0.4
CN(C)C(=O)C[C@H]1CC[C@@H]2[C@@H](COc3ccc(NC(=O)C4CCC4)cc3C(=O)N2C)O1,0.8
C[C@H](CO)N1C[C@H](C)[C@@H](CN(C)CC2CCCCC2)Oc2ccc(NS(=O)(=O)c3cn(C)cn3)cc2C1=O,3.6
C[C@@H]1CN([C@H](C)CO)C(=O)c2cc(NC(=O)CCCCCC(=O)Nc3ccccc3N)ccc2O[C@@H]1CN(C)Cc1ccc(C(F)(F)F)cc1,-2.0
C[C@H](CO)N1C[C@H](C)[C@@H](CN(C)Cc2ccncc2)Oc2cc(-c3ccccc3)ccc2S1(=O)=O,1.6
CO[C@H]1CN(C)C(=O)c2ccc(NC(=O)C3CCC3)cc2OC[C@@H](C)N(Cc2nccs2)C[C@@H]1C,1.0
Cc1cc(C(=O)Nc2cccc3c2O[C@@H](CN(C)S(=O)(=O)c2ccc(F)cc2)[C@@H](C)CN([C@H](C)CO)C3=O)n(C)n1,0.9
COc1ccc(CN(C)C[C@@H]2OCCCC[C@H](C)Oc3ccc(NC(=O)NC4CCCCC4)cc3C(=O)N([C@H](C)CO)C[C@H]2C)cc1,-0.2
C[C@@H]1CN([C@@H](C)CO)C(=O)c2cccc(NC(=O)C3CCOCC3)c2O[C@H]1CN(C)CC1CCCCC1,-2.8
CCNC(=O)C[C@@H]1CC[C@H]2[C@@H](COC[C@@H](O)CN2S(=O)(=O)c2ccccc2F)O1,-2.4

# Ten compounds already listed, ordered by molecular weight, high to low:
SMILES,TcdB inh
C[C@H]1CN([C@@H](C)CO)C(=O)Cc2cc(NC(=O)CCCCCC(=O)Nc3ccccc3N)ccc2O[C@@H]1CN(C)Cc1ccc2c(c1)OCO2,-0.6
COc1ccc(CN(C)C[C@@H]2OCCCC[C@H](C)Oc3ccc(NC(=O)NC4CCCCC4)cc3C(=O)N([C@H](C)CO)C[C@H]2C)cc1,-0.2
C[C@H](CO)N1C[C@H](C)[C@@H](CN(C)CC2CCCCC2)Oc2ccc(NS(=O)(=O)c3cn(C)cn3)cc2C1=O,3.6
CCCCCNC(=O)C(c1ccc(OC)cc1)n1c(=O)c(-c2cc3ccccc3[nH]2)nc2ccccc21 (configuration not stated),-2.4
O=C(CCN1CCCCC1)N[C@@H]1CC[C@@H](CCNC(=O)c2cc(Cl)cc(Cl)c2)O[C@@H]1CO,0.3
COc1ccc(-c2ccc3c(c2)[C@H]2[C@H](CCN2C(=O)Cc2cccnc2)[C@H](CO)N3C)cc1,6.4
C/C=C/c1ccc([C@H]2[C@@H](CO)N(C(=O)C3CCCCC3)C23CN(C(=O)NC(C)C)C3)cc1,-1.4
COc1ccc(NC(=O)N2[C@@H]3CNC[C@H]2C3c2ccc(-c3ccc(C)cc3)cc2)cc1 (some centres not stated),-0.1&-1.2
CO[C@H]1CN(C)C(=O)c2ccc(NC(=O)C3CC3)cc2OC[C@@H](C)NC[C@@H]1C,0.0
CCCCNC(=O)C(NC(=O)c1cnccn1)C(=O)c1ccccc1 (configuration not stated),-1.0

# (continued)
SMILES,TcdB inh
Cc1noc(C)c1S(=O)(=O)N(C)C[C@@H]1OCCCC[C@@H](C)Oc2ccc(NS(=O)(=O)c3cccs3)cc2C(=O)N([C@H](C)CO)C[C@@H]1C,-0.4
CC(C)C#Cc1ccc2c(c1)O[C@@H](CN(C)C(=O)Nc1ccccc1)[C@H](C)CN([C@@H](C)CO)S2(=O)=O,2.2
N#C[C@H]1[C@@H](c2ccc(C#CC3CCCCC3)cc2)[C@@H](CO)N1C(=O)Nc1ccc(F)cc1,-0.3
CCC(=O)N1C[C@H](O)COC[C@@H]2O[C@@H](CC(=O)NC)CC[C@H]21,0.9
C[C@@H]1CN([C@H](C)CO)C(=O)Cc2cc(NC(=O)CCC(F)(F)F)ccc2O[C@@H]1CN(C)S(=O)(=O)c1ccc(Cl)cc1,1.0
CCCNC(=O)N[C@H]1C=C[C@H](CC(=O)NC2CCC2)O[C@H]1CO,-0.3
CC(=O)N1[C@H](CO)[C@@H]2c3ccccc3N(S(=O)(=O)c3ccccc3)C[C@@H]21,-0.4
O=C(NC[C@H]1CC[C@@H]2[C@@H](CN2S(=O)(=O)c2ccccc2[N+](=O)[O-])O1)c1cccnc1,1.8
CCNC(=O)[C@H]1[C@H](CO)[C@H]2Cn3c(ccc(-c4cncnc4)c3=O)[C@H]2N1C(=O)NC1CCCC1,-1.5
CN1c2ccc(-c3cccc(C#N)c3)cc2[C@H]2[C@H](CCN2C(=O)Cc2ccccn2)[C@H]1CO,-3.6
COc1ccc(NC(=O)Nc2ccc3c(c2)C(=O)N([C@@H](C)CO)C[C@@H](C)[C@@H](CN(C)Cc2ccc(Cl)c(Cl)c2)OCCCC[C@@H](C)O3)cc1,0.2
C[C@H]1CN([C@@H](C)CO)C(=O)Cc2cc(NC(=O)Cc3cn(C)c4ccccc34)ccc2O[C@H]1CN(C)Cc1ccc(C(=O)O)cc1,0.1
Cc1ccc(S(=O)(=O)N[C@H]2C=C[C@H](CC(=O)N3CCc4ccccc4C3)O[C@H]2CO)cc1,1.1
Cc1noc(C)c1S(=O)(=O)Nc1ccc2c(c1)CC(=O)N([C@H](C)CO)C[C@@H](C)[C@H](CN(C)C(=O)NC1CCCCC1)O2,-0.1
COC(=O)C[C@H]1CC[C@H]2[C@H](COc3ccc(NC(=O)c4cccc(OC)c4)cc3C(=O)N2C)O1,-1.0
Cc1ccc(S(=O)(=O)N(C)C[C@@H]2Oc3c(NC(=O)Nc4ccc(F)cc4)cccc3C(=O)N([C@H](C)CO)C[C@H]2C)cc1,0.9
COc1ccc(NC(=O)N2C[C@@H](O)COC[C@H]3O[C@H](CC(=O)N4CCCCC4)CC[C@@H]32)cc1,0.2
O=C(NCC1CC1)[C@@H]1[C@@H](CO)[C@@H]2Cn3c(ccc(-c4ccccc4F)c3=O)[C@H]1N2Cc1ccccc1,-0.2
CC(C)NC(=O)Nc1ccc2c(c1)CC(=O)N([C@H](C)CO)C[C@H](C)[C@H](CN(C)C(=O)NC(C)C)O2,-0.5
COc1ccc(S(=O)(=O)Nc2ccc3c(c2)C(=O)N([C@H](C)CO)C[C@@H](C)[C@H](CN(C)C(=O)Nc2ccc(F)cc2)OCCCC[C@H](C)O3)cc1,1.0
CCCNC(=O)C[C@@H]1CC[C@H]2[C@@H](COC[C@H](O)CN2Cc2ccccc2F)O1,-2.0
O=C(C[C@H]1C[C@@H]2c3cc(NC(=O)Nc4ccc(F)cc4)ccc3O[C@@H]2[C@@H](CO)O1)NCC(F)(F)F,0.1
COc1ccc(S(=O)(=O)N(C)C[C@@H]2Oc3ccc(NC(=O)Cc4ccccc4)cc3C(=O)N([C@@H](C)CO)C[C@H]2C)cc1,0.5
C[C@@H]1CCCCO[C@H](CN(C)Cc2ccc(C(=O)O)cc2)[C@@H](C)CN([C@H](C)CO)C(=O)c2cc(NS(=O)(=O)c3ccc(F)cc3)ccc2O1,-2.1
Cc1noc(C)c1NC(=O)Nc1ccc2c(c1)C(=O)N([C@H](C)CO)C[C@@H](C)[C@@H](CN(C)C(=O)Nc1ccc(F)cc1)O2,1.7
# Going on with the list:
SMILES,TcdB inh
C[C@@H]1CN([C@H](C)CO)C(=O)c2cccc(NC(=O)Nc3ccc(F)cc3)c2O[C@H]1CN(C)C(=O)Nc1ccccc1,-0.2
C[C@@H]1CN([C@H](C)CO)C(=O)Cc2cc(NC(=O)Nc3ccc4c(c3)OCO4)ccc2O[C@@H]1CN(C)Cc1ccccc1,0.6
O=C(NC1CCCCC1)N[C@H]1CC[C@H](CCNS(=O)(=O)c2ccccc2)O[C@H]1CO,1.0
O=C(C1CCC1)N1CCCCN2[C@H](CO)[C@H](c3ccc(-c4ccncc4)cc3)[C@@H]2C1,1.5
C[C@@H]1CN([C@H](C)CO)C(=O)c2cc(NC(=O)Cn3cnnn3)ccc2O[C@@H]1CN(C)Cc1ccc(Cl)c(Cl)c1,0.1
CCC(=O)N(C)C[C@@H]1Oc2ncc(C#Cc3cccnc3)cc2C(=O)N([C@@H](C)CO)C[C@@H]1C,1.0
